Screens as filed in PubChem BioAssay.
PMI act hi M6P: human PMI activators, high substrate, primary screen, biochemical, fluorescence intensity, near-saturating mannose 6-phosphate. Mannose-6-phosphate isomerase (Homo sapiens), P34949. coupled PMI enzyme assay, resazurin fluorescence, 20 min; stronger effect = higher value; 1 = untreated enzyme, 0 = substrate-free blank. activation factor at 20 µM. hit rate 0.34% among 190,000. AID 1216, 2008;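 active means activation factor of 2 or more at 20 µM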
Target sequence (P34949 whole entry, looked up): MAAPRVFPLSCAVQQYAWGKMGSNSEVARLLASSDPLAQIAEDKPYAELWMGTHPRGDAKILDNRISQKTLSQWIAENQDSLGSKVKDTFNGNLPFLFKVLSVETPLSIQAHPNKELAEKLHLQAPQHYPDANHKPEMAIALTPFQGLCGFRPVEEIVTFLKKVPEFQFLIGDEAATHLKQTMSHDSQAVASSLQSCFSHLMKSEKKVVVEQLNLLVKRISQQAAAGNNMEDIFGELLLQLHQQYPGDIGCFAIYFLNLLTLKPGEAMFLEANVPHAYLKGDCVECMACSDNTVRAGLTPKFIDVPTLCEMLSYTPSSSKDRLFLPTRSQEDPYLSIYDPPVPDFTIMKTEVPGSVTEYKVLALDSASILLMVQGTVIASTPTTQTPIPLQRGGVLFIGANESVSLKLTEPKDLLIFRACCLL
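Test system: Human PMI in coupled enzyme assay | Input: 15 ng/mL PMI | Medium: HEPES-buffered pH 7.4 with magnesium and detergent | Compound: One concentration, 20 µM, in 1% DMSO | Incubation: Enzyme reaction with compound 20 min at room temperature | Detection: Diaphorase-driven resazurin-to-resorufin fluorescence, excitation 544, emission 590 nm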
L major viab: Leishmania major promastigote growth inhibition, primary screen; Leishmania major promastigotes, resazurin fluorescence viability; inhibition, % at 10 µM; hit rate 9% among 200,000; in the data active means inhibition above about 50%;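 further: promastigotes grown with compound for 44 hours at 28 °C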
TNAP inh noacc: human TNAP enzyme inhibitors, primary screen, biochemical, luminescent, no phosphate acceptor, uHTS | purified TNAP, CDP-star luminescence, 30 min | hit rate 0.26% among 200,000 | inhibition, % at 20 µM | AID 1012, 2008;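 active means tissue-nonspecific alkaline phosphatase inhibition above about 50% at 20 µM in the single-dose screen, limit read from the data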;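 further: 0% = DMSO negative control and 100% = EDTA positive control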
Hsp70 act: Hsp70 transcriptional activators, primary screen, cell-based, HeLa, Hsp70 promoter luciferase, luminescence, 10 µM | HeLa Hsp70 promoter luciferase reporter; scaled: vehicle 0, proteasome-inhibitor control 100% | activation, % at 10 µM | hit rate 0.04% among 200,000 | AID 1203, 2008;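 active means activation above the mean across all tested compounds plus 3 SD, cutoff set per campaign, cut at about 5.5% in these data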;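 further: 100% = MG132 at 30 µM as the positive control and 0% = DMSO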
RAM inhibit: inhibitors of the yeast RAM network, primary screen, dse1pr::URA3 reporter, 5-FOA selection; S. cerevisiae dse1pr::URA3 reporter, 5-FOA growth OD615, 2 d; analog-sensitive cbk1-as2 kinase mutant strain; inhibition, % at 50 µM; hit rate 1.8% among 190,000; AID 868, 2007;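 active means inhibition above a set limit, 3 SD over mean compound inhibition, cut at about 8.4% in these data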;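 further: 0% = DMSO-only wells with no growth and 100% = 10 µM 1-NA-PP1 full growth; inhibition rescues growth on 5-FOA so higher OD means more RAM inhibition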
PMI activator: activators of human PMI, primary screen, biochemical, fluorescence intensity, near-Km mannose 6-phosphate; hit rate 0.005% among 190,000; purified human PMI, coupled resazurin fluorescence, 20 min; stronger effect = higher value; 1 = vehicle control, 0 substrate-free wells; activation factor at 20 µM; Mannose-6-phosphate isomerase (Homo sapiens), P34949;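 active means activation factor of 2 or more at 20 µM, relative to plate controls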
DTT redox prof: compounds producing H2O2 with reducing agent – biochemical, NIH compound library profiling, artefact control for MLSCN library redox annotation, primary screen. DTT-dependent redox cycling H2O2, phenol red/HRP absorbance; 100% = 100 µM peroxide control, 0% = buffer. activation, % at 10 µM. hit rate 0.03% among 200,000. AID 878, 2007;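 active means activation of at least 50% relative to the plate's high and low controls in the primary single-dose screen; inactive means activation below 50%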;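 further: compound incubated with DTT at 0.8 mM final as the reducing agent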
S1P3 antagonist: S1P3 receptor antagonists, primary screen, cell-based. Sphingosine 1-phosphate receptor 3 (Homo sapiens), Q99500. CHO S1P3 NFAT-BLA reporter, FRET fluorescence, antagonist mode. inhibition, % at 4.98 µM. hit rate 0.27% among 170,000;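 active means inhibition above the plate cutoff, the mean inhibition of test wells on that plate plus 3 SD, cut at about 28% in these data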;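 further: cells challenged with S1P at its EC80 of 0.8 µM; blue over green emission ratio from cleaved BLA substrate after 4 h stimulation; 0% = S1P-stimulated wells and 100% = unstimulated DMSO-only wells; some compounds past the cut are filed as inactive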
Target sequence (Q99500 whole entry, looked up): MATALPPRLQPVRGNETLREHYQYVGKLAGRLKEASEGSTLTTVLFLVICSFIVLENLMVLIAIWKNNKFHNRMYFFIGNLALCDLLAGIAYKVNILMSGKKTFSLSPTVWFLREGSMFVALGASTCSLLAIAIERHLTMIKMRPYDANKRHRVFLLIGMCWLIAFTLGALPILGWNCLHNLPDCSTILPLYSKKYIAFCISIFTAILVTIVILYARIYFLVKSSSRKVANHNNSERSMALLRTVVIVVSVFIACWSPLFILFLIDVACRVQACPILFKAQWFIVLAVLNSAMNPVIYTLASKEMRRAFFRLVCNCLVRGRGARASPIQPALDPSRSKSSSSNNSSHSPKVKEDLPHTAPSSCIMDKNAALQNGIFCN
HMGR II inh: inhibitors of E. faecalis class II HMGR, primary screen, biochemical, Enterococcus faecalis | purified E. faecalis HMGR, NADPH absorbance 340 nm kinetic | inhibition, % at 10 µM | hit rate 0.41% among 190,000 | AID 1066, 2008;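 active means inhibition above a set limit, the median over all tested compounds plus 3 SD, cut at about 9.5% in these data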;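 further: enzyme runs in reverse so mevalonate oxidation gives rising NADPH absorbance; 0% = complete reaction with DMSO and 100% = background rate lacking mevalonate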
TNAP inh hi DEA: human TNAP enzyme inhibitors, primary screen, biochemical, luminescent, high phosphate acceptor level, uHTS; Alkaline phosphatase, tissue-nonspecific isozyme (Homo sapiens), P05186; purified TNAP, CDP-star luminescence, 1 M DEA; inhibition, % at 20 µM; hit rate 0.03% among 200,000; AID 1135, 2008;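 active means over 50% inhibition of tissue-nonspecific alkaline phosphatase at 20 µM in the single-dose screen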;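 further: plate controls were DMSO wells for no effect and EDTA-quenched wells as full inhibition for full effect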
The depositor's hits bear a star; nt = not tested or not shown.

The line under a structure holds: TNAP inh noacc	RAM inhibit	HMGR II inh	DTT redox prof	L major viab	TNAP inh hi DEA	PMI act hi M6P	PMI activator	Hsp70 act	S1P3 antagonist
> COc1ccc(CNC(=O)CCN2C(=S)NC(C)(C)CC2C)cc1 (stereo unspecified)
    -13	0.4	0	0.8	1	-5	1	1.1	-0.1	4
> CCCC(=Nc1ccccc1)C1=C(O)C(C(=O)OC)C(C)(C)CC1=O (stereo unspecified)
    -8	-0.7	-4	0.3	-2	-4	0.9	0.9	0.0	-21
> COc1cc(CCC(=O)N2CCN(S(=O)(=O)c3ccc(C)c(C)c3)CC2)cc(OC)c1OC
    -14	2.1	-1	-0.8	1	-4	0.9	0.9	-0.3	17
> CCN(CC(=O)Nc1ccc2c(c1)OCCO2)Cc1cc(=O)n2ccsc2n1
    -8	1.8	0	0.1	-2	-3	1.1	1	-0.1	-10
> Cc1cc(N2CCCC2=O)cc(C)c1S(=O)(=O)NCCOc1ccc(C(C)(C)C)cc1
    -5	8.3	-6	0.5	6	-5	0.9	0.8	-0.3	nt
> O=C(CN1CCCCC1)N1N=C(c2cccs2)CC1c1cccs1 (stereo unspecified)
    -1	0.0	-2	-0.7	-3	0	0.9	0.9	-0.2	-5
> c1ccc(-c2nc(-c3cccnc3)n[nH]2)cc1
    20	0.9	4	2.6	-2	-1	1	0.9	-0.3	-12
> COCCSc1ccccc1C(=O)N1CCN(Cc2ccc3c(c2)OCO3)CC1
    -10	0.7	-3	0.9	-2	-5	1	0.9	-0.2	-14
> O=C1NC(Cc2c[nH]c3ccccc23)C(=O)N1CCOc1ccc(F)cc1 (stereo unspecified)
    -6	1.7	2	1.6	-1	-3	1	1.1	-0.1	5
> CCOc1cc(CNc2ccc(O)cc2)cc(Br)c1OCc1ccccc1F
    7	2.2	-1	2.0	80*	-3	0.7	0.7	-0.1	nt
> CC(C)(C)C(=O)CSc1nc2ncc(Br)cc2[nH]1
    31	0.7	1	-0.1	17	-5	1	1.1	-0.3	0
> COc1ccc2oc(=O)c(-c3nnc(N)s3)cc2c1
    0	1.2	-4	-0.1	6	9	0.9	1.1	-0.2	7
> OCC1CCCCN1C(=S)NCc1ccco1 (stereo unspecified)
    -6	-0.2	-4	-0.8	-4	-2	1	1	-0.1	-3
> CCOC(=O)N1CCN(C(=O)CSc2nnc(COc3ccc(Cl)cc3)o2)CC1
    -9	2.7	-7	-2.1	-7	0	1	0.9	-0.4	-3
> Cc1ccc(NC(=O)CN(C)C(=O)CCCN2C(=O)c3ccccc3C2=O)cc1
    -10	-0.8	-5	2.6	-4	-5	1	1	-0.2	-10
> CC(C)(C)C(=O)Nc1ccccc1C(=O)Nc1cc(Cl)ccc1Cl
    -10	1.7	1	-1.3	0	-9	1	1	-0.1	nt
> CCOC(=O)C1=NNC2(c3ccc(C)cc3)C(=O)N(c3ccc(Cl)cc3)C(=O)C12 (stereo unspecified)
    -19	2.4	-2	0.1	40	-3	0.9	0.8	-0.2	-6
> Fc1ccc(C2CCCN2Cc2nc(CC3CC3)no2)cc1 (stereo unspecified)
    -6	-0.6	-4	0.0	57*	-5	0.9	0.9	0.4	-14
> COc1ccc2[nH]c3c(=O)n(Cc4ccc(C(=O)N5CCCC5)cc4)c(=S)[nH]c3c2c1
    -12	3.5	0	0.1	-7	-3	0.9	1	-0.3	1
> Cc1onc(COc2ccccc2O)c1Br
    -9	-0.3	0	-0.6	3	-9	1	0.9	0.6	8
> CCOc1cccc(CNc2ccc(O)cc2)c1OCc1ccc(Cl)cc1
    -1	0.9	-4	-2.8	100*	7	0.4	0.5	-0.2	nt
> Cc1noc(NS(=O)(=O)c2ccc(NC(=O)CC34CC5CC(CC(Br)(C5)C3)C4)cc2)c1C
    -9	0.5	-1	2.0	-5	-2	1.1	1	-0.3	nt
> CCN(CC)CCn1c(NCc2ccc3c(c2)OCO3)nc2ccccc21
    -8	1.6	1	-0.4	24	-12	1	0.9	0.0	2
> Cc1c(N(C(=O)c2cc(=O)[nH]c3ccccc23)C(C)C)c(=O)n(-c2ccccc2)n1C
    -5	0.6	0	1.9	-3	2	1	0.9	0.3	-25
> CC(=O)N(Cc1ccc2c(c1)OCO2)C1CC(=O)N(CCc2ccccc2)C1=O (stereo unspecified)
    -10	1.9	-4	-0.1	-4	-10	0.9	1	-0.3	-9
> CC(C)c1onc(C(=O)N2CCCCCC2)c1[N+](=O)[O-]
    3	0.0	4	-0.4	-7	-1	0.9	1	0.0	-8
> COc1ccc([N+](=O)[O-])cc1NC(=O)c1ccccc1N(C)S(C)(=O)=O
    -10	4.3	-2	-2.0	-5	-3	1.1	1.2	-0.1	-21
> Cc1cc2nnc(SCC(=O)NCc3cccs3)n2c(N)n1
    -10	0.0	-6	20	-2	-2	1.1	1.2	0.6	-2
> O=C(NCC1CCCO1)Nc1cccc(Cl)c1 (stereo unspecified)
    -10	-0.3	-1	3.3	-5	-7	0.9	0.9	0.0	3
> Cc1nnc(N(C)C(=O)c2cccnc2)s1
    -9	1.2	0	3.2	-7	1	1	0.9	0.0	0
> Cc1cc(S(=O)(=O)N(Cc2ccccc2)Cc2ccc(N(C)C)cc2)ccc1-n1cnnn1
    -3	-0.5	-2	-0.1	27	2	1	1	-0.4	17
> CC1(C)Cc2ccccc2C(=NCC(=O)O)N1
    -2	3.6	-2	7.6	-4	-1	nt	nt	0.2	-4
> Cc1ccc(N/C=C/C(=O)c2cccs2)cc1
    -10	2.3	-3	-0.8	-4	2	1	1.1	-0.3	-10
> CC1(C)CC(N2CCOCC2)=CC(=[N+]2CCOCC2)C1
    -8	2.6	2	0.2	-8	-2	0.9	0.9	0.2	-24
> CC(=O)Nc1c(O)nc(SCC(=O)Nc2sc3c(c2C#N)CCCCCC3)[nH]c1=O
    -10	3.7	-7	1.7	-5	1	1	1	-0.2	nt
> Cc1cccc(C)c1NS(=O)(=O)c1ccc(NC(=O)c2ccc(Cl)c([N+](=O)[O-])c2)cc1
    -2	4.1	0	-0.3	2	-3	0.9	0.9	-0.3	10
> CCOC(=O)C1CCCN(S(=O)(=O)c2cc(OCC(N)=O)c(C)cc2Cl)C1 (stereo unspecified)
    -5	0.0	1	0.6	-2	-4	1	1	0.0	14
> S=C(NCCN1CCOCC1)Nc1ccc(Cl)c(Cl)c1
    -10	0.9	3	-0.8	55*	-6	1.1	1	-0.2	-14
> COc1ccc(CNC(=O)C2CCCN2)cc1OC (stereo unspecified)
    -7	0.2	1	-0.9	-6	-2	1	0.9	0.3	-6
> Cc1c(C#N)c2ccccc2n1CC(=O)N1CCc2ccccc2C1
    -4	nt	nt	-0.6	10	1	0.9	0.8	-0.2	7
> O=C(COC(=O)c1ccco1)c1ccc2ccccc2c1
    -5	0.7	-8	0.2	-7	-4	0.9	0.8	-0.3	nt
> Cc1ccc(CN2CCN(Cc3ccccc3C(F)(F)F)CC2)cc1
    -11	1.7	-2	0.4	4	-7	1	0.9	-0.2	nt
> O=C(CSc1ccc(F)cc1)NC(=O)NCc1ccccc1
    0	1.4	1	0.3	-4	-4	0.9	0.9	0.1	7
> COc1cccc2c(=O)n(CC(=O)NC3CCCC3)ccc12
    -5	-1.0	-4	-1.0	-5	2	0.8	0.8	0.1	-6
> Cc1cc(C(=O)OC2CCOC2=O)c2ccccc2n1 (stereo unspecified)
    -7	4.3	0	-4.6	-6	3	0.9	1	-0.3	nt
> O=C(Nc1ccc(Cl)cc1)C1CC(=O)n2c(nc3ccccc32)N1 (stereo unspecified)
    -28	6.7	0	-0.6	-3	-2	0.9	0.9	-0.4	-6
> Cc1ccc(O)c(-c2cc(-c3ccccc3F)[nH]n2)c1
    -2	3.4	-7	0.1	9	-4	0.8	0.8	0.5	nt
> O=c1[nH]c2ccccc2c(=O)n1CCCO
    -14	-0.3	-2	0.1	-4	-2	1	0.9	-0.1	nt
> COc1ccc(C(=O)CSc2nc3nc(C)cc(C)c3c(=O)[nH]2)cc1OC
    nt	nt	nt	0.1	-3	nt	nt	nt	-0.2	-27
> COc1ccc(N2CC(C(=O)N/N=C/c3cccs3)CC2=O)cc1 (stereo unspecified)
    0	-0.4	-3	-0.8	1	-4	1.1	1.1	0.0	7
> Nc1ccc(-c2nnc(-c3ccc(-c4ccccc4)cc3)o2)cc1
    -5	6.6	0	1.9	9	3	1	0.9	0.2	10
> C/C(=N/NC(=O)c1cccs1)c1c(C)[nH]n(-c2nc3ccccc3s2)c1=O
    -167	3.5	-9	0.2	-5	-1	1.2	1.1	-0.5	-5
> CCC(C(=O)O)n1c(C(F)(F)F)nc2ccccc21 (stereo unspecified)
    -7	1.4	3	-2.9	-4	-5	1.1	1	-0.2	-11
> CCOCCOC(=O)c1[nH]c2c(c1C)C(=O)CC(c1ccc(N(C)C)cc1)C2 (stereo unspecified)
    -18	2.3	1	-1.0	14	-4	1.1	1	-0.1	16
> CCOc1ccccc1C(=O)N/N=C/c1c[nH]c2ccccc12
    -11	1.1	2	-0.5	9	-1	0.8	0.9	-0.3	2
> CC(C)(CNC(=O)c1ccc([N+](=O)[O-])c(Cl)c1)CNC(=O)c1ccc([N+](=O)[O-])c(Cl)c1
    -4	3.0	2	-5.6	88*	-4	1.3	1.1	-0.1	nt
> CCOC(=O)c1ccc(N=c2scc(C)n2CC)cc1
    -20	1.4	-1	-2.3	18	-6	1.1	1.1	-0.1	7
> Nc1cccc(C(=O)OCC(=O)c2ccccc2)c1
    -1	-0.3	1	0.0	5	-5	1.1	1.1	-0.1	5
> CCOC(=O)CN1C(=O)C(O)(C2CCc3ccccc3C2=O)c2ccccc21 (stereo unspecified)
    -14	1.1	-5	0.7	-14	-7	1	1	-0.3	7
> COc1ccc(/C=C(\C#N)C(=O)OCC(=O)NCc2ccc(Cl)cc2)cc1
    -3	2.2	4	nt	59*	-6	1.1	1.1	0.0	-12
> COC(=O)c1c(C)oc2ccc(N(C(=O)c3ccncc3)S(=O)(=O)c3ccc(C)cc3)cc12
    -8	3.9	-1	0.2	12	-5	1	0.8	-0.1	nt
